N-glyco inh = N-linked glycosylation inhibition; reporter increase, % at 12.5 µM; D54 ERlucT glycosylation luciferase reporter, 24 h; percent of 100 nM tunicamycin response; 360,000 compounds, 0.23% hits; AID 588692;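 active = mean luciferase reporter signal, scaled so untreated is 0 and the glycosylation-blocking control 100, at or above a set limit in every replicate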;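 also: luciferase carries N-glycosylation sites so blocking glycosylation raises the light; 0% = median of neutral control wells and 100% = median of 100 nM tunicamycin wells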
Vif inh = blocks HIV Vif function; HEK293T cells, Vif self-association by quenched fluorescence, imaging, 24 h; inhibition, % at 7.49 µM; 340,000 compounds, 0.35% hits; AID 602346; in the data active = inhibition above about 50%, passing the limit was not always enough; also: some results filed as inactive read as strong as hits
MC4R antagonist = blocks human MC4R cAMP signaling; MC4R-expressing cells, MTII-stimulated cAMP, LANCE TR-FRET; 360,000 compounds, 0.48% hits; inhibition, % at 6.5 µM; P32245;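 active = inhibition above its plate's cutoff, the mean of tested wells on that plate plus 3 SD, cut at about 29% in these data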;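 also: 0% = Melanotan II alone and 100% = Melanotan II plus saturating MCL0020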
Target sequence (P32245 whole entry, looked up): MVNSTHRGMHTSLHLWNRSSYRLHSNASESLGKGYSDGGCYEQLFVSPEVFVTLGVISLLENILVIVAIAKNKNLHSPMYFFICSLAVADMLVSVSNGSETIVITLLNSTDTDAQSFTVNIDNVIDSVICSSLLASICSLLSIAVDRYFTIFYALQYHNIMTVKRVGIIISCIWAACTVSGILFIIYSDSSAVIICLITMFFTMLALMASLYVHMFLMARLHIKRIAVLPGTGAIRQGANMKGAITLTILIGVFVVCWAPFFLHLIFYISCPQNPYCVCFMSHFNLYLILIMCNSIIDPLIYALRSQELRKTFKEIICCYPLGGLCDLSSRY
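System – human MC4R-expressing U2OS cells · Also added – Melanotan II · Dosing – one concentration, 6.5 µM nominal · Timing – 30-min compound, 1-h challenge, 1-h detection, room temperature · Measured by – Eu-cAMP/anti-cAMP TR-FRET, emission 671 nm · Replicates – singlicate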
aDG glyco act = increases alpha dystroglycan glycosylation | AID 624168 | 360,000 compounds, 0.22% hits | activation, % at 10 µM | Pro5-aDG cells, alpha-DG glycosylation AlphaScreen (IIH6); 0% Pro5, 100% B10-LARGE cell signal;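 active = activation of at least 8% versus controls, or a plate z-score of at least 8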;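 also: Pro5 are CHO cells carrying HIG-tagged alpha-DG that lacks glycosylation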
HTR2A ag = agonists of mouse serotonin 5-HT2A receptor (HTR2A). P35363. CHO-K1 mHTR2A beta-arrestin complementation, luminescence; percent of 30 µM serotonin response. activation, % at 7.6 µM. 360,000 compounds, 0.66% hits. AID 624169;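 active = activation above a run cutoff, the mean activation of all tested compounds plus 3 SD, cut at about 14% in these data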;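 also: 0% = plate median of compound wells and 100% = 30 µM serotonin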
Target sequence (P35363 whole entry, looked up): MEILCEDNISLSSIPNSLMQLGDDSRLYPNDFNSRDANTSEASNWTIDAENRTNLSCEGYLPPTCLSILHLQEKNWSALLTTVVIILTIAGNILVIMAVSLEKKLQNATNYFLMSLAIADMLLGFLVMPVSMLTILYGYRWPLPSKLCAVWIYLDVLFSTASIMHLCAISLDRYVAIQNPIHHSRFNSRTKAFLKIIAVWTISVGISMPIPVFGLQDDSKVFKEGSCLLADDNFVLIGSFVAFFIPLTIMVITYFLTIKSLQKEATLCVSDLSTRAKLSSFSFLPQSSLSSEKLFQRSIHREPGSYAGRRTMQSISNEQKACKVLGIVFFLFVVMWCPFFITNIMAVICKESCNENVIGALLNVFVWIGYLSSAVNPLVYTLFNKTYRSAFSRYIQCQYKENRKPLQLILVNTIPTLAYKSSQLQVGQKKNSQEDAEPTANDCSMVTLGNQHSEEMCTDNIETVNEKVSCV
CaV13 FRET inh = Primary screen for inhibitors of IQ motif and Ca2+-dependent inactivation inhibitor domain binding in CACNA1D, Förster resonance energy transfer in living cells, …; HEK cells, CFP/YFP FRET ICDI-IQ, plate reader, 10 min; percent FRET-ratio fall versus neutral wells; inhibition, % at 12.3 µM; 340,000 compounds, 0.098% hits;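 active = mean replicate inhibition of at least 30% and at least 1% of replicates passing that level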;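 also: 0% = median of the neutral control wells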
H9c2 protect = modulators protecting cardiomyocytes from myocardial damage. H9c2 cardiomyocytes, H2O2 injury protection, ATPLite, 2 h. protection from H2O2 cell death, % at 20 µM. 360,000 compounds, 0.63% hits;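 active = compounds giving at least 50% protection of heart cells from peroxide-induced death in the single-dose screen, raw or plate-pattern-corrected value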;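 also: 0% = DMSO wells with peroxide and 100% = DMSO wells without peroxide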
ABCB6 inh 2 = blocks the human ABCB6 transporter | K562-ABCB6 porphyrin accumulation, flow cytometry, 1 h; hits give low values | AID 602162 | 360,000 compounds, 0.19% hits | fluorescence ratio to DMSO, % at 10 µM;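 active = fluorescence ratio to DMSO below 75%, the collection mean minus 3 SD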;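 also: signal is porphyrin accumulated inside mitochondria; 100% equals median channel fluorescence of DMSO control wells; lower ratio means ABCB6 inhibition with less porphyrin fluorescence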
MC4R ag barr = activates human MC4R beta-arrestin recruitment | P32245 | U2OS MC4R beta-arrestin complementation, luminescence; percent of melanotan II response, DMSO zero | activation, % at 8.9 µM | 360,000 compounds, 0.98% hits;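 active = activation above a per-plate cutoff, the mean activation of sample wells on that plate plus 3 SD, cut at about 8% in these data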
PDI turbidity = PDI (human) enzyme inhibition; AID 588391; 350,000 compounds, 0.052% hits; PDI insulin aggregation turbidity, A650, 90 min; inhibition, % at 10 µM; P07237;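 active = mean inhibition across replicates of 30% or more, whatever share of single replicates reach that level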;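 also: absorbance from insulin aggregation driven by PDI reduction with DTT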
Active calls of the source: *; . = no result given. Hits appear at their usual frequency; overall some 3.6% were active at least once.

SMILES	N-glyco inh	Vif inh	MC4R antagonist	aDG glyco act	HTR2A ag	CaV13 FRET inh	H9c2 protect	ABCB6 inh 2	MC4R ag barr	PDI turbidity
OC1(c2ccccn2)COc2ccccc2O1 (stereo not drawn)	-3	3	19	0.0	0	-19	-3	103	-1.7	-2
COc1cccc(CC(=O)Nc2nc(-c3ccc(F)c(F)c3)cs2)c1	-1	-6	2	0.2	-1	-7	-4	101	3.7	-6
O=[N+]([O-])c1ccc(CNC2CCCc3ccccc32)cc1 (stereo not drawn)	0	-2	-8	0.2	-6	3	-5	94	-2.3	-2
CC(C)(C)OC(=O)NCCCCCNC(=O)c1[nH]cnc1C(=O)N[C@@H](Cc1ccccc1)C(=O)OC(C)(C)C	1	.	-7	0.0	5	.	-10	112	7.4	-9
CC(C)CCN1C(=O)CCC1(C)C(=O)NC1CCCCCC1 (stereo not drawn)	1	.	6	0.1	-2	-9	3	98	-2.1	-3
Cc1ccc2c(Cl)c(C(=O)Nc3ccc4c(c3)OCO4)sc2c1	0	-6	5	-0.4	4	-5	2	102	-1.6	-1
O=C(NCC(c1ccc(F)cc1)N1CCOCC1)c1ccc(-c2ccccc2)cc1 (stereo not drawn)	-3	1	6	0.0	-3	-5	1	88	-2.2	-6
N#C/C(N=Nc1ccccc1O)=N\Nc1ccccc1O	-22	-6	-2	-0.2	-1	-6	-8	104	-3.9	5
CC(C)Cc1nnc(NC(=O)CCC(=O)N2CCN(Cc3ccc(F)cc3)CC2)s1	-1	-7	1	0.4	4	-7	-5	93	-0.1	-8
Cc1ccc(C)c(OCC(=O)NNC(=O)CCN2CCN(c3ccccc3)CC2)c1	0	-8	-1	-0.1	-8	-3	0	98	-3.5	-9
CC(C)(C)OC(=O)N1CCC(NC(=O)c2[nH]cnc2C(=O)Nc2ccc(Br)cc2F)CC1	1	2	5	0.1	1	-6	22	89	-1.2	11
COc1ccc(C(C)NC(=O)C2C(=O)NC3(C)CC2c2ccccc2O3)cc1 (stereo not drawn)	2	5	2	0.5	8	.	4	95	-0.7	5

Single values from above.
`COc1cccc(CC(=O)Nc2nc(-c3ccc(F)c(F)c3)cs2)c1` in H9c2 protect has -4
`N#C/C(N=Nc1ccccc1O)=N\Nc1ccccc1O` in MC4R ag barr has -3.9
`Cc1ccc(C)c(OCC(=O)NNC(=O)CCN2CCN(c3ccccc3)CC2)c1` in MC4R ag barr has -3.5

(continued)
SMILES	N-glyco inh	Vif inh	MC4R antagonist	aDG glyco act	HTR2A ag	CaV13 FRET inh	H9c2 protect	ABCB6 inh 2	MC4R ag barr	PDI turbidity
COc1ccccc1NC(=O)CSc1nnnn1C1CCCC1	2	2	1	-0.1	-2	-5	1	99	3.2	14
Cc1ccnc(Nc2nc3ccccc3o2)n1	-18	-11	0	-0.2	0	-4	-21	97	-0.2	.
CCOC(=O)c1cn(CC(=O)Nc2ccc(OC)cc2OC)nn1	2	0	-3	-0.1	1	-5	-2	100	-1.7	18
COc1ccccc1-c1nc2n(n1)C(c1ccc(Cl)cc1)C(C(N)=O)=C(C)N2 (stereo not drawn)	-1	2	8	0.3	3	-8	17	95	0.1	-4
Cc1cccc(CCNC(=O)C2CCCN(S(=O)(=O)c3cccc4nsnc34)C2)c1 (stereo not drawn)	-1	.	3	0.0	-2	-4	6	108	-0.7	3
O=C(COC(=O)CNC(=O)C1CCCCC1)NCc1ccc(Cl)cc1	1	-4	22	0.1	7	-6	-4	102	-2.8	2
C=CC[N+]1(CC#CCOC(c2ccccc2)c2ccccc2)CCOCC1	0	10	1	-0.1	2	-5	-3	111	-1.5	-2
Cc1ccc(SC(=O)COc2ccc(C)c(C)c2)cc1	2	9	-2	-0.2	-2	-4	11	99	0.9	-7
O=C(CCN1C(=O)CSc2ccccc21)Nc1ccc(C(F)(F)F)cc1	1	-3	2	0.1	-9	-5	-6	98	-0.9	2
O=C(c1ccc(F)cc1)C1CCN(C(=S)Nc2ccccc2Cl)CC1	-1	-10	-8	0.1	-2	2	0	97	-1.5	0
CCOC(=O)CC(C(=O)OCC)P(=O)(c1ccccc1)c1ccccc1 (stereo not drawn)	-2	4	-1	0.4	-3	-4	0	100	0.1	-1
Cc1ccccc1C1CC(c2ccccc2OC(F)F)Nc2ncnn21 (stereo not drawn)	1	-7	2	-0.4	6	.	-9	98	-1.2	1
OCCC1CN(Cc2nc3c(s2)CCCC3)CCN1Cc1ccsc1 (stereo not drawn)	0	-4	16	0.0	-1	-1	4	100	-3.7	1
COc1ccc(-c2cn[nH]c2N)cc1	0	0	-1	0.0	-2	.	5	103	-0.6	11
Cc1cccnc1Nc1nc(-c2ccccn2)cs1	-14	-12	3	-0.9	-15	.	-1	98	-4.4	-7
Cc1ccc(S(=O)(=O)N2CCC(=O)N(CCOCc3ccc(C(F)(F)F)cc3)CC2)cc1	-1	-3	7	3.8	-4	-10	-16	88	2.7	1
COc1ccccc1CNC(=O)COC(=O)c1ccc(-n2cnnn2)cc1	0	4	6	0.6	12	-6	-3	99	-2.9	6
CCCNC(=O)c1ccc(Cl)c(Cl)c1	0	-2	5	-0.4	-5	-5	-1	92	0.1	18
CC(C)C#Cc1cnc2c(c1)C(=O)N([C@H](C)CO)C[C@@H](C)[C@H](CN(C)C(=O)Nc1ccccc1F)O2	-1	7	0	0.0	4	-6	-11	101	0.2	-17
COc1ccccc1[C@H]1C(c2cccc(Cl)c2)=NN(c2ccccc2)[C@@H]1CO	-1	-2	22	1.5	-3	.	-13	110	5.2	-7
Cc1cc(C)c2cc(C#N)c(N3CCCN(C(=S)NCCCN(C)C)CC3)nc2c1	-6	2	13	1.7	-8	-17	-17	97	-0.3	1
CCC1C(=O)NCCN1C(=O)c1ccc2nc(Cc3cccc(Cl)c3)oc2c1 (stereo not drawn)	1	.	9	0.3	3	-7	-3	92	-0.7	-1
CCCCN(C(=O)COc1ccc(C)cc1OC)c1c(N)n(CCC)c(=O)[nH]c1=O	1	-1	14	0.0	-1	-3	-5	96	-2.3	3
Cc1ccc(N2C(=O)NC(NS(=O)(=O)c3ccccc3)(C(F)(F)F)C2=O)cc1C (stereo not drawn)	0	-9	1	0.1	7	-6	-6	96	-2.1	-3

Record cards, from the list above:
Entry for OCCC1CN(Cc2nc3c(s2)CCCC3)CCN1Cc1ccsc1 (stereo not drawn) = N-glyco inh = 0; Vif inh = -4; MC4R antagonist = 16; aDG glyco act = 0.0; HTR2A ag = -1; CaV13 FRET inh = -1; H9c2 protect = 4; ABCB6 inh 2 = 100; MC4R ag barr = -3.7; PDI turbidity = 1
Entry for COc1ccccc1[C@H]1C(c2cccc(Cl)c2)=NN(c2ccccc2)[C@@H]1CO = N-glyco inh = -1; Vif inh = -2; MC4R antagonist = 22; aDG glyco act = 1.5; HTR2A ag = -3; CaV13 FRET inh = .; H9c2 protect = -13; ABCB6 inh 2 = 110; MC4R ag barr = 5.2; PDI turbidity = -7

Carrying on.
SMILES	N-glyco inh	Vif inh	MC4R antagonist	aDG glyco act	HTR2A ag	CaV13 FRET inh	H9c2 protect	ABCB6 inh 2	MC4R ag barr	PDI turbidity
COc1ccccc1CNC(=O)CSc1ccc(-c2cccs2)nn1	-1	-2	0	0.1	-3	-7	0	98	2.5	1
COc1ccc(S(=O)(=O)NCC2CCCN(C(=O)c3cccnc3C)C2)cc1 (stereo not drawn)	0	16	-9	1.1	15*	-6	8	93	5.0	3
COC(=O)c1[nH]c2cc(OC)ccc2c1N=CN(C)C	3	4	-9	-0.1	8	11	0	98	0.1	1
COc1cccc(CNC(=O)c2c[nH]n3c(=O)c(Cl)c(C)nc23)c1	1	1	7	-0.4	-1	-4	7	98	-2.3	-2
C=CCc1cccc(OC)c1OCCOCCn1ccnc1	2	-11	3	-0.1	-1	-6	12	106	1.7	0
Cc1cccc(NC(=O)CSCC(=O)N2CCN(Cc3ccc4c(c3)OCO4)CC2)c1	-3	-7	2	0.7	-1	-2	-3	101	-0.3	-2
CC1(C)CC(NC(=O)c2cc(S(=O)(=O)N3CCCCC3)ccc2Cl)CC(C)(C)N1	-1	-7	11	0.2	-7	-10	16	94	-1.9	0
O=C1c2ccccc2C(=O)N1CCCCNc1ccccc1	3	4	4	0.0	0	-15	1	96	0.1	1
CN(C)C(=O)c1ccc(Nc2nc(-c3cccs3)nc3ccccc23)cc1	3	-5	24	-0.2	3	-7	47	99	-2.2	-7
CC(=O)N1CCN(C2=NC(=O)/C(=C\c3cccs3)S2)CC1	2	-12	-6	-0.1	-3	-4	0	94	-1.4	-1
COc1ccccc1N(CN1C(=O)c2ccccc2C1=O)C(=O)c1cccnc1	2	7	5	-0.3	-2	-5	6	107	-1.0	0
N#Cc1cc2c(=O)n3ccccc3nc2n(CCCN2CCOCC2)c1=O	3	9	7	-0.2	1	-2	5	94	1.1	6
COc1ccc(Cc2nc3ccc(C(=O)NCCn4ccnc4C)cc3o2)cc1OC	1	3	8	-0.2	0	.	10	99	-1.4	8
CC1(NC(=O)CSc2nnc(-c3ccco3)n2Cc2ccccc2)CCS(=O)(=O)C1 (stereo not drawn)	2	5	3	0.0	11	-4	5	96	1.2	-1
N#Cc1ccc(C(c2nnnn2C2CCCC2)N2CCC(Cc3ccccc3)CC2)cc1 (stereo not drawn)	-11	8	3	0.8	-1	-4	4	93	0.2	11
CCOC(=O)C(C(C)=O)c1c(Br)c(O)c(O)c2c(C(=O)c3ccc(C)cc3)coc12 (stereo not drawn)	3	-14	4	0.2	-1	-5	10	98	-3.3	-12
COc1ccc(C(C#N)CCC2OCCO2)cc1OC (stereo not drawn)	4	8	6	0.4	-3	-13	9	91	0.1	4
CCC1CCC(N2CCN(c3cccc(OC)c3)CC2)CC1 (stereo not drawn)	0	8	0	0.1	4	-2	-7	101	0.6	1
O=C1CC(NCc2ccncc2)C(=O)N1c1ccccc1 (stereo not drawn)	5	-8	-3	-0.2	3	-5	-4	107	-0.8	-23

Exported as comma-separated lines: part of the list above.
mol,N-glyco inh,Vif inh,MC4R antagonist,aDG glyco act,HTR2A ag,CaV13 FRET inh,H9c2 protect,ABCB6 inh 2,MC4R ag barr,PDI turbidity
COc1cccc(CC(=O)Nc2nc(-c3ccc(F)c(F)c3)cs2)c1,-1,-6,2,0.2,-1,-7,-4,101,3.7,-6
O=[N+]([O-])c1ccc(CNC2CCCc3ccccc32)cc1 (stereo not drawn),0,-2,-8,0.2,-6,3,-5,94,-2.3,-2
CC(C)(C)OC(=O)NCCCCCNC(=O)c1[nH]cnc1C(=O)N[C@@H](Cc1ccccc1)C(=O)OC(C)(C)C,1,.,-7,0.0,5,.,-10,112,7.4,-9
CC(C)CCN1C(=O)CCC1(C)C(=O)NC1CCCCCC1 (stereo not drawn),1,.,6,0.1,-2,-9,3,98,-2.1,-3
Cc1ccc2c(Cl)c(C(=O)Nc3ccc4c(c3)OCO4)sc2c1,0,-6,5,-0.4,4,-5,2,102,-1.6,-1

Screening data (PubChem)
